Source: PubChem BioAssay
Dicer processing: inhibitors of Dicer pre-microRNA processing, primary screen, biochemical, cat-ELCCA, chemiluminescence | Endoribonuclease Dicer (Homo sapiens), Q9UPY3 | cat-ELCCA pre-miR-21 Dicer processing; active compounds read high | z-score at 25 µM | actives 6% (n = 47,000); in the data active = z-score above about 3, passing the limit was not always enough;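 note: plate controls were vehicle for no effect and no enzyme for full effect; higher signal means more uncleaved substrate so more Dicer inhibition; strong numbers were not always called active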
Target sequence (Q9UPY3 whole entry, looked up): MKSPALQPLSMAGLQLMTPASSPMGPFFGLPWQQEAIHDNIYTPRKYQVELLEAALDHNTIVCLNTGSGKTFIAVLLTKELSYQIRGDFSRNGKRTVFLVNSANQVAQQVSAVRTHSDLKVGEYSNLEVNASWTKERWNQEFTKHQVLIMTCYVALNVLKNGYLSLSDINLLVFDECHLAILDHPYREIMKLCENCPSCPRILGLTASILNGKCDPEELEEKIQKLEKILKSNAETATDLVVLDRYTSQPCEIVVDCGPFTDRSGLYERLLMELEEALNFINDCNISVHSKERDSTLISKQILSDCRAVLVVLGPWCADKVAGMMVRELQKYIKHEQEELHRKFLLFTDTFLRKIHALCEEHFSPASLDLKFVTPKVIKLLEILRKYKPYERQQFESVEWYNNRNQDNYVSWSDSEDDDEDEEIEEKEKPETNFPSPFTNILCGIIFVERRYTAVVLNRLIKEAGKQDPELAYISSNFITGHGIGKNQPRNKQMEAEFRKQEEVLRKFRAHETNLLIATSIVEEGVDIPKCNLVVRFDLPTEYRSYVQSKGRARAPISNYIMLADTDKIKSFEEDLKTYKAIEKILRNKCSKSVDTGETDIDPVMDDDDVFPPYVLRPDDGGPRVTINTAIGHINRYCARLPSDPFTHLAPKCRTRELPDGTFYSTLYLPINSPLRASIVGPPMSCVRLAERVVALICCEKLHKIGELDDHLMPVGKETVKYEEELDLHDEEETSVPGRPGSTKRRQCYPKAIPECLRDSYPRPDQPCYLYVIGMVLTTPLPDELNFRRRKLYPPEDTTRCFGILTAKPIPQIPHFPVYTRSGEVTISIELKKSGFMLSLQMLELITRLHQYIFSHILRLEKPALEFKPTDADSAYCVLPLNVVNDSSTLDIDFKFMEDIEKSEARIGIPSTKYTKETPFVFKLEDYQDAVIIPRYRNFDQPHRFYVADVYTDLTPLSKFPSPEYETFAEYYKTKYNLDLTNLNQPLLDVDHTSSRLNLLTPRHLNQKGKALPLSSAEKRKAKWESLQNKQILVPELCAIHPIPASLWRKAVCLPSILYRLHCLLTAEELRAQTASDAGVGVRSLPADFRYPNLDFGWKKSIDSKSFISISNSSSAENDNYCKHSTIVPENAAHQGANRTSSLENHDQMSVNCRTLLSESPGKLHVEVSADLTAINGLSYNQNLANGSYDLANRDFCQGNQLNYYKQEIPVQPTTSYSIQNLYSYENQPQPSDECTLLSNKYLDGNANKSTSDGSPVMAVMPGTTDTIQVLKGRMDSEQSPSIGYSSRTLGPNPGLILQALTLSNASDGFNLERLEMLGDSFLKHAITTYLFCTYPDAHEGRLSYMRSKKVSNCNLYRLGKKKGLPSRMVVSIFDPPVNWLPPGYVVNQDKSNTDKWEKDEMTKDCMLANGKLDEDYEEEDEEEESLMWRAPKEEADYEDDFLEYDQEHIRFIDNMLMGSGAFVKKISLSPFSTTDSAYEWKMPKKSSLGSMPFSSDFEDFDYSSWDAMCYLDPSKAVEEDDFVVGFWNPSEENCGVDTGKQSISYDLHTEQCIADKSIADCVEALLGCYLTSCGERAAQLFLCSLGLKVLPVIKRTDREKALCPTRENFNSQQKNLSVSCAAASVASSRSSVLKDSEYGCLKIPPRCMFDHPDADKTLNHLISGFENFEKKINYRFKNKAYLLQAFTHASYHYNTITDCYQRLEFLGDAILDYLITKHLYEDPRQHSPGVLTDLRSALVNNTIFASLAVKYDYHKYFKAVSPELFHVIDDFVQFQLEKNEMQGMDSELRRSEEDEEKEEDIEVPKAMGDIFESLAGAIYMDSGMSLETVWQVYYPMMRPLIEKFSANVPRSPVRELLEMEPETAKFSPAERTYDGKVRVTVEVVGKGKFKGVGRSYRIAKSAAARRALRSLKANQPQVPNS
Numbers without * were called inactive.

Compound,Dicer processing
Cc1nc(C(F)(F)F)nc(Sc2ccc(Cl)cc2)c1C,-2.01
CC1(C(=O)O)CCC(C(=O)O)C1(C)C (stereo not drawn),1.4
O=C(NNC(=O)c1ccc(Oc2ccc(Cl)cc2)nc1)c1ccc(Cl)cc1,-0.55
CCCCC[C@H](O)/C=C/[C@H]1[C@H](O)CC(=O)[C@@H]1CCCCCCC(=O)O,-0.24
Cc1noc(C)c1S(=O)(=O)N=S(C)(=O)c1ccc(Cl)cc1 (stereo not drawn),-1.06
O=C(Cn1nc(C(F)(F)F)c2c1CCCC2)Nc1ccc(-n2cccc2)c(Cl)c1,1.57
O=C(CCN1CCOCC1)Nc1cc(Cl)cc(Cl)c1,-1.05
c1nc2sc3c(c2c2nnc(C4CCCCC4)n12)CCCC3,-0.4
O=C(NCc1ccc(-n2cccn2)cc1)c1cnn2c1NC(c1ccco1)CC2C(F)(F)F (stereo not drawn),1.75
CC1=CCC23CC1C(=O)C=C2CC(C)(C)CC3=O (stereo not drawn),-0.07

Compound,Dicer processing
O=c1[nH]nc(SCCS(=O)(=O)c2ccc(F)cc2)n1-c1ccc2c(c1)OCCO2,-2.34
COc1ccc2nc3ccccc3c(N)c2c1,3.98*
Cc1ccc(-c2ncc(Cl)cc2-c2ccc(S(C)(=O)=O)cc2)cn1,-0.55
COc1cccc(OC)c1NC(=O)NC(=O)c1c(OC)c(Cl)cc(Br)c1OC,-0.65
CCCSC1=C(C#N)C(c2ccccc2C)CC(=O)N1 (stereo not drawn),1.26
Cc1cc(C)c2c(N)c(C(=O)NNC(=S)NCc3ccccc3)sc2n1,3.05*
Fc1ccc(NCn2nnc3cc(Cl)ccc32)cc1,1.02
COc1ccc(C2c3c(n(C)c(=O)n(C)c3=O)N=C3c4ccccc4C(=O)C32)cc1 (stereo not drawn),-0.62
O=c1c2[nH]cnc2n(-c2ccccc2F)c(=O)n1Cc1ccccc1F,0.16
O=C(Nc1ccc(Oc2cccc(C(F)(F)F)c2)nc1)Nc1cccs1,-0.38

Compound,Dicer processing
CC(C)(C)OC(=O)N1CCCN(C(=S)Nc2ccc(Cl)cc2Cl)CC1,-0.77
Cc1ccc(CSc2nnc(-c3ccncc3)o2)cc1,0.41
N/C(=N\O)c1nccnc1Oc1cccc(C(F)(F)F)c1,0.92
O=C(O)CNC(=O)CNC(=O)c1ccco1,-0.9
O=C(/C=C/Sc1ccc(Cl)cc1)c1cccc2ccccc12,-1.29
Cc1cc(C)nc(NCc2cccnc2)n1,-0.09
COc1cc(C(=O)Oc2c(Cl)cc(Cl)cc2C=Nc2ccc([N+](=O)[O-])cc2C#N)cc(OC)c1OC,-0.01
O=C1NCCN1c1ncc([N+](=O)[O-])s1,-0.54
CCOC(=O)c1c(NC(=O)Nc2ccc(Cl)c(Cl)c2)sc2c1C(C(=O)OCC)CC2 (stereo not drawn),-2.59
O=C(Nc1ccccc1Sc1nccc(C(F)(F)F)n1)c1ccc(Cl)cc1,-2.01

Compound,Dicer processing
Cc1c(O)c(Sc2ccccc2)c(=O)n(-c2ccccc2)c1-c1ccccc1,1.3
COc1ccc(-c2c(N)n[nH]c2C)cc1OC,4.93*
Cc1onc(-c2c(Cl)cccc2Cl)c1C(=O)Nc1nc(-c2ccccc2)cs1,2.14
O=C(c1ccc(C(F)(F)F)cc1)N(c1ccccc1)n1c(-c2cccc([N+](=O)[O-])c2)csc1=S,-1.02
Cc1nonc1NC(=O)OC1CCCCC1,3.42*
CC(C)(C)OC(=O)N[C@@H](CCC(N)=O)C(=O)OCc1ccc(CC(=O)O)cc1,0.5
COc1ccc(C(=O)NNc2ncnc3cc(C(C)(C)C)sc23)cc1OC,2.6
COc1ccc(C2=NN3C(C2)c2ccccc2OC3c2ccc(C)cc2)cc1OC (stereo not drawn),21.1
COc1ccc(C(O)c2cccs2)cc1OC (stereo not drawn),-0.43
Cn1ncc(Br)c1NC(=O)Nc1ccc(Cl)cc1,20.6

Compound,Dicer processing
Cc1nc(Nc2ccccc2)nc(=O)n1-c1ccccc1,1.49
O=C(c1cnn(-c2ccc(Cl)cc2)n1)c1cccs1,-0.85
Cc1cc(C(=O)N/N=C/c2ccccc2O)c2cc(Br)ccc2n1,5.59
CCOc1cc(C2/C(=C(/O)c3ccc(C)cc3)C(=O)C(=O)N2CC(C)O)ccc1O (stereo not drawn),-1.27
COc1cccc(C2C(C#N)=C(N)Oc3n[nH]c(C)c32)c1OC (stereo not drawn),-4.48
CCNc1nc(SCC(=O)OCC)nc2sc3c(c12)CCC(C)C3 (stereo not drawn),-1.12
COc1ccc(C2CC(=O)C3=C(C2)NC(C)=C(C#N)C3c2ccc(F)cc2)cc1 (stereo not drawn),4.52*
CN(C)c1ccc2c(c1)Sc1cc(N(C)C)ccc1N2C(=O)c1ccccc1,0.43
Cc1cc(Cc2ccc(N)c(C)c2)ccc1N,1.13
Cc1cc2c(c(C)nn2-c2ccccc2)c(=O)o1,0.76

Compound,Dicer processing
CC(C)(C)c1ccc(C2C3=C(CCCC3=O)NC3=C2C(=O)c2ccccc23)cc1 (stereo not drawn),2.27
Cc1ccc(-c2cc3nc(C)c(-c4ccccc4)c(N)n3n2)cc1,0.66
CCOC(=O)c1nc(-c2ccccc2)sc1C(=O)/C=C/N(C)C,-0.73
ONC(=Nc1ccc(C(F)(F)F)cc1)c1c(F)cccc1F,0.5
O=S(=O)(NCc1cccnc1)c1ccc2ccccc2c1,-1.19
CN=C1SC(CC(=O)O)C(=O)N1C (stereo not drawn),20.3*
O=C(Oc1ccc2c(c1)oc(=O)c1ccccc12)c1cccs1,0.16
CCCCOC(=O)C1=C(C)NC2=C(C(=O)CC(C)(C)C2)C1c1cccc2ccccc12 (stereo not drawn),-0.42
CCOc1c(N2CCOCC2)c(=O)c1=O,0.88
O=C1CSC(c2cccnc2)N1c1ccc(-c2csnn2)cc1 (stereo not drawn),-1.68

Compound,Dicer processing
Cc1cc(C(F)(F)F)n2nc(-c3ccccc3)cc2n1,-1.21
CC1(C)Cc2c(sc(NC(=O)COc3ccccc3)c2C#N)C(C)(C)N1,0.27
O=C(NC(CO)C(=O)O)c1cncc(Br)c1 (stereo not drawn),0.03
CC1(C)OC(=O)C(=CNc2ccccn2)C(=O)O1,1.57
N/C(=N\OC(=O)/C=C/C(=O)O)c1cc(C(F)(F)F)cc(C(F)(F)F)c1,0.02
CCOC(=O)c1sc(SC)c2c1CCc1cnc(SCC(=O)Nc3ccc(Cl)cc3)nc1-2,2.57
O=C(NCc1c(Cl)cccc1Oc1ccccc1)c1ccc2c(c1)OCC2,-0.41
C=C1SC(=Nc2cc(C)c(C)c(C)c2)N(C(=O)c2c(F)cccc2F)C1(C)C,-0.75
Cc1cccc(Cl)c1Oc1c([N+](=O)[O-])c(C)nn1C,-2.91
COC(=O)c1ccc(Cl)cc1N(Cc1ccccc1)S(C)(=O)=O,-0.46

Compound,Dicer processing
O=C1C=C(SCc2c(F)cccc2Cl)CC(c2ccccc2)C1 (stereo not drawn),1.18
COc1cc(OC)c(C(F)(F)F)cc1[N+](=O)[O-],1.2
O=[N+]([O-])c1ccc(-n2ncc(-c3nnc(-c4cccs4)o3)c2C(F)(F)F)cc1,-1.17
O=C(CSc1nc2ncccc2[nH]1)Nc1ccc(Cl)cc1,-0.22
Cc1ccc(Cn2nc(C(=O)O/N=C(\N)c3ccccc3)cc2C)cc1,-0.38
O=C(NCc1ccc(S(=O)(=O)Nc2ccccc2Cl)s1)c1ccccc1,-0.52
CC(C)Oc1ccccc1-c1nc(SCC(=O)c2ccc(Br)cc2)n[nH]1,-1.15
CCCOC(=O)Cn1nnc2sc3c(c2c1=O)CCCC3,1.89
CCCOc1ccc(N2C(=O)CC(N3CCN(C(=O)OCC)CC3)C2=O)cc1 (stereo not drawn),-0.91
CN(NC(=O)Nc1ccc(Cl)cc1)c1cnn(C)c(=O)c1Cl,-2.64

Compound,Dicer processing
CCOC(=O)c1cnc2c(c(C3CC3)nn2C)c1N1CCCCC1,1.11
CCCc1nnc(NC(=O)C(CC)Sc2nnc3c4ccccc4n(C)c3n2)s1 (stereo not drawn),3.14*
Cc1ccc(C)c(OCCn2cc(C(=O)C3CC3)c3ccccc32)c1,0.54
Cc1ccc(Sc2c(-c3ccccc3)nc3ccccn23)cc1,1.05
Cc1nn(-c2ccccc2)nc1CNC(=O)C1CCC1,0.75
COC(=O)c1scc(S(C)(=O)=O)c1N=CN(C)C,-0.08
O=C(Nc1nc2c(Br)cc(Br)cc2c(=O)s1)c1ccco1,1.59
COc1cc(/C=N/NC(=O)Cn2nnc(-c3c(Cl)cccc3Cl)n2)ccc1OC(=O)C1CC1,1.9
CC(=O)Nc1ccc(C)c(NC(=S)Nc2ccc(Cl)c(Cl)c2)c1,-1.01
CCc1nc2ccccc2nc1N1CCN(C(=O)C(C)(C)C)CC1,-0.09

Compound,Dicer processing
Cc1onc(-c2ccccc2)c1C(=O)N1CCCN2C(=O)c3ccccc3C21 (stereo not drawn),-0.16
OC(C#Cc1ccccc1)(c1ccccc1)c1ccccc1,0.42
OC(c1ccccc1)c1nc2ccccc2[nH]1 (stereo not drawn),2.56
CC1CN(/C=C(\C#N)S(=O)(=O)Cc2ccc(Cl)cc2)CC(C)O1 (stereo not drawn),-0.61
Cc1nc2c(ccc3nc(NC(=O)c4ccc(N5C(=O)CCC5=O)cc4)sc32)s1,2.01
COc1cc(/C=N/NC(=O)c2ccccc2N)cc(OC)c1OC,3.33*
COCCOC(=O)C1=C(C)NC2=C(C(=O)CCC2)C1c1ccccc1Br (stereo not drawn),0.47
CCOC(=O)c1cnn(C(N)=S)c1N,-0.37
Cc1ccc(C2Nn3c(C)nnc3SC2C(=O)N2CCCCC2)cc1 (stereo not drawn),-0.44
Cn1cnc(S(=O)(=O)Oc2ccccc2N2CCOCC2)c1,0.67

Compound,Dicer processing
CN1/C(=C\c2cc[n+](C)cc2)Sc2ccccc21,1.6
COc1cccc(NC(=S)NCCO)c1,2.28
O=C(NNC(=O)C(Cl)Cl)c1sccc1-n1cccc1,0.96
O=C1SC(Nc2cccc(F)c2)C(=O)N1c1ccccc1 (stereo not drawn),7.29*
Cn1c(=O)[nH]c(=O)c2c1nc(NCCCN1CCOCC1)n2CCCc1ccccc1,-0.64
CCOC(=O)[C@H](CCc1ccccc1)N[C@H]1CCc2ccccc2N(CC(=O)O)C1=O,-0.13
Cc1ccccc1-c1nc2c3c4c(sc3ncn2n1)C(C)(C)NC(C)(C)C4,0.82
CCN(C(=O)c1c(C(F)(F)F)ccnc1NC)c1c(C)cccc1C,-0.49
Nc1ccc2nc(CCc3nc4ccc(N)cc4s3)sc2c1,0.66
O=C(NC1CCCCNC1=O)c1ccccc1 (stereo not drawn),2.27

Compound,Dicer processing
COc1c(Br)cc([N+](=O)[O-])c(OC)c1C(=O)NC(=O)Nc1cc(C(F)(F)F)cc(C(F)(F)F)c1,4.22*
CCOc1cc(C)c(C(C)C)cc1S(=O)(=O)n1ccnc1C(C)C,-1.03
CCc1cccc(C)c1N1C(=O)CC(C)(C)CC1=O,5.71
CCc1ccc(C2C(C(=O)OCC3CCCO3)=C(C)NC3=C2C(=O)CCC3)cc1 (stereo not drawn),-0.06
CCc1ccc(C2C(C(=O)OCC3CCCO3)=C(C)NC3=C2C(=O)CC(c2cccs2)C3)s1 (stereo not drawn),2.94
CCCCCNc1nc(CCCC)c2c(c1C#N)CC(C)(C)OC2,0.74
CN(C)/C=C(/C(=O)c1ccc(C(F)(F)F)cc1)c1nnnn1-c1ccccc1,-0.73
CCC1CCC(C)N(C(=S)Nc2ccc(Br)cc2C)C1 (stereo not drawn),1.77
Cc1ccc(NC(=S)/N=C/N(C)C)c(C)c1,1.56
Cc1ccc(C2C3=C(Nc4c2c(=O)[nH]c(=O)n4C)c2ccccc2C3=O)cc1 (stereo not drawn),2.19

Compound,Dicer processing
Cc1cc2nc3c(nc2cc1C)-c1ccccc1C3=O,-1.03
CC12CCC(C(=O)O)(CC1=O)C2(C)C (stereo not drawn),2.29
COc1ccc(C(=O)Nc2sc3c(c2C(N)=O)CCCC3)cc1Br,0.84
Nc1sc(-c2ccccc2)cc1C(=O)N/N=C/c1ccncc1,-2.94
O=C1c2ccccc2-c2ccc(Br)cc21,1.31
O=C(Nc1ccc(F)cc1F)c1c(C(F)(F)F)ccnc1Oc1ccccc1,0.68

An excerpt; the hit share may differ from the screen's.
